Compound activity as filed in PubChem.
HTRA1 inh = HTRA1 (human) protease inhibition; Q92743; 340,000 compounds, 0.5% hits; recombinant HTRA1, FP-rhodamine activity-based probe, fluorescence polarization; inhibition, % at 5.96 µM; in the data active = inhibition above about 36%;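 note: 0% = enzyme with DMSO and 100% = wells lacking enzyme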
Target sequence (Q92743 whole entry, looked up): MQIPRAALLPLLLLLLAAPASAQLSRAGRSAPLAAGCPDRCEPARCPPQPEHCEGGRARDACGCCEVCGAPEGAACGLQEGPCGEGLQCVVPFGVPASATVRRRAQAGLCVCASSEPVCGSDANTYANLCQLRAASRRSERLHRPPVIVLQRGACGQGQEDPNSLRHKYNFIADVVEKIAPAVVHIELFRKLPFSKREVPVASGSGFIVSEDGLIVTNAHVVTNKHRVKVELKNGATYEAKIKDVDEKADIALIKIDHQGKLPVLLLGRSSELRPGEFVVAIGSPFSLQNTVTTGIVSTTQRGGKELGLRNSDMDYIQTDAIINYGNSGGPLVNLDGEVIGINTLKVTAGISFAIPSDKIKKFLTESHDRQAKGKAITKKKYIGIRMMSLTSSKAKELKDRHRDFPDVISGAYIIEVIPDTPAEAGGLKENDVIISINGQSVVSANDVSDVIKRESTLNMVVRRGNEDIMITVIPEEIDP
PG9 binder = small molecules binding HIV-1 gp120 antibody PG9. TR-FRET gp120-PG9 antibody binding. inhibition, % at 6.7 µM. 360,000 compounds, 0.43% hits. AID 624416; in the data active = inhibition above about 8.5%
ABHD4 inh = inhibits mouse alpha/beta hydrolase domain 4; purified mABHD4, FP-Rh probe fluorescence polarization; 370,000 compounds, 0.54% hits; inhibition, % at 8.92 µM;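 active = inhibition exceeding the mean over every tested compound plus 3 SD, cut at about 30% in these data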;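 note: 0% = plate median of compound wells and 100% = S159A mutant with DMSO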
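Test system: mABHD4 protein; Read-out basis: % inhibition; Incubation: 45 min + 60 min at 25 °C; Repeats: single replicate; Technique: fluorescence polarization with parallel and perpendicular emission, 525/598 nm; Compound: 8.92 µM, single dose; Benchmarks: full inhibition S159A mutant plus DMSO, zero as sample-well median.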
LEDGF integ inh = blocks HIV-1 LEDGF/p75-dependent DNA integration | TR-FRET IN-LEDGF/p75 DNA integration, Eu/Cy5 | inhibition, % at 3.7 µM | 370,000 compounds, 0.64% hits;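 active = inhibition above the screen-wide mean plus 3 SD, cut at about 13% in these data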;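 note: signal is the Cy5 over europium emission ratio at 671 and 618 nm; 0% = plate median of compound wells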
TCR-CD3 inh = inhibitors of human TCR-CD3 interaction; TAMRA-labeled TCR probe fluorescence, biochemical; inhibition, % at 9.4 µM; 360,000 compounds, 0.37% hits; in the data active = inhibition above about 19%;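 note: recombinant mutant TCR 2C K166C tagged with TAMRA read by polarization; 0% = receptor in buffer alone and 100% = receptor with positive control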
NR1D1 modulator = modulates human Rev-erb alpha binding to DNA; AID 1259318; 370,000 compounds, 0.79% hits; P20393; Rev-erbα–FITC-DNA binding, fluorescence polarization, 90 min; activity, % at 10 µM;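 active = activity above about 14%, limit read from the data; passing the limit was not always enough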;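 note: 0% = DMSO wells with 35 nM protein and 100% = DMSO wells with 750 nM protein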
TDP2 inh = TDP2 (human) inhibition, absorbance primary screen; O95551; recombinant TDP2, T5PNP hydrolysis, p-nitrophenol absorbance 415 nm; inhibition, % at 12.8 µM; 370,000 compounds, 0.34% hits;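 active = inhibition above the mean of all tested compounds plus 3 SD, set per campaign, cut at about 25% in these data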;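 note: 0% = DMSO with enzyme and 100% = buffer with substrate but no TDP2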
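System: recombinant human TDP2 / Amount: 120 nM TDP2 per well / Also added: 5 mM T5PNP chromogenic substrate / Doses: 12.8 µM single point, 1% DMSO / Incubation: 2 h at 37 °C / Detection: p-Nitrophenol epi absorbance / Evaluation: % inhibition relative to enzyme-containing and enzyme-free wells / Repeats: singlicate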
rCAG RNA binder = r(CAG) repeat RNA binding. inhibition, % at 3 µM. AID 651821. TO-PRO-1 dye displacement fluorescence. 370,000 compounds, 1.3% hits;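 active = inhibition above the plate cutoff, the mean of all test compounds on that plate plus 3 SD, cut at about 35% in these data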;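 note: 0% = DMSO alone and 100% = 100 µM mitoxantrone as full dye displacement; higher means more dye released from RNA so lower well fluorescence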
SIAE primary = blocks human sialic acid acetylesterase; Q9HAT2; SIAE FP-Rh probe binding, fluorescence polarization; inhibition, % at 9.66 µM; 370,000 compounds, 0.69% hits;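 active = inhibition above a cutoff: mean of compounds within the control limits plus 3 SD of those, cut at about 17% in these data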;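 note: 0% = plate median of compound wells and 100% = probe without SIAE protein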
PRMT1 inh = blocks human protein arginine methyltransferase 1; Q99873; inhibition, % at 2.79 µM; recombinant PRMT1, activity-based probe fluorescence polarization; 370,000 compounds, 1.3% hits;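 active = inhibition above about 21% made by adding two undisclosed values, limit read from the data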
Target sequence (Q99873 whole entry, looked up): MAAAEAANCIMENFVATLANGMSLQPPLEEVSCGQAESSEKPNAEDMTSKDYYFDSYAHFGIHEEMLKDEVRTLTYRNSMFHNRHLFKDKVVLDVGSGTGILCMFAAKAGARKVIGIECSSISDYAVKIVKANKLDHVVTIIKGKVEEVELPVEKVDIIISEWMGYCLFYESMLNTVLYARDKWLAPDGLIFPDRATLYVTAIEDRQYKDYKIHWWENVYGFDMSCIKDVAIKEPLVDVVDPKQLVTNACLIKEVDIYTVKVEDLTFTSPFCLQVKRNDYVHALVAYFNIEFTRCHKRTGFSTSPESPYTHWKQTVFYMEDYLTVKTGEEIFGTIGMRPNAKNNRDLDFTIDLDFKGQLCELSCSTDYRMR
* = called active by the depositor; nt = no result given.

SMILES | HTRA1 inh | PG9 binder | ABHD4 inh | LEDGF integ inh | TCR-CD3 inh | NR1D1 modulator | TDP2 inh | rCAG RNA binder | SIAE primary | PRMT1 inh
Cc1c(Cc2c(Cl)cccc2Cl)c(=O)ccn1C(C)c1ccccc1 (stereo not given) | -3 | 2.2 | 4 | 3 | -3 | 3 | -5 | -1 | -3 | 4
O=C1CCc2ccc(NC(=O)C3CC3)cc2N1 | 2 | -0.5 | -2 | 3 | 8 | -1 | 12 | 1 | -3 | 0
O=C([C@@H]1CC=C[C@@H]2CCN(C3CCCCC3)C(=O)[C@@H]21)N1CCN(c2ccccc2)CC1 | 2 | 0.7 | -2 | 0 | -4 | 0 | 2 | -10 | 6 | -3
CCOCCCNS(=O)(=O)Cc1ccccc1 | 4 | 0.1 | 3 | -3 | -4 | -1 | 7 | -2 | -6 | 2
Cc1nn(C)c(C)c1/C=N/NC(=O)CCn1cc([N+](=O)[O-])cn1 | 11 | -1.6 | 6 | 15* | 6 | -3 | -5 | 0 | -7 | 2
O=C(Cn1c2[n+](c3ccc(C(F)(F)F)cc31)CCCCC2)c1cccc([N+](=O)[O-])c1 | 9 | -3.2 | 5 | -5 | -2 | -2 | 2 | 3 | -4 | 0
N#Cc1nc(-c2cccs2)oc1NCc1ccco1 | -14 | -0.9 | 1 | 12 | 5 | -3 | 0 | 3 | 7 | 1
N#Cc1c(NC(=O)CSc2ccccn2)oc(-c2ccccc2)c1-c1ccccc1 | -36 | -1.8 | -9 | 2 | 6 | 6 | 4 | 8 | 1 | 1
Cc1ccc(Nc2c([N+](=O)[O-])ccc3nonc23)c(C)c1 | -7 | -1.8 | -1 | -2 | -5 | 5 | 6 | -3 | 12 | -4
CC1(c2nnnn2-c2ccc3c(c2)OCCO3)CCC(=O)N1Cc1cccc(C(F)(F)F)c1 (stereo not given) | nt | 0.2 | 1 | 1 | 2 | -11 | 9 | 2 | 3 | -1
Cc1ccccc1NC(=O)C1CCCN(S(=O)(=O)c2c(C)noc2C)C1 (stereo not given) | 4 | -0.7 | 4 | -2 | 2 | -3 | -3 | 2 | 7 | -2
CCCC(=O)NNc1c2ccccc2nc2ccccc12 | 1 | -18 | 5 | -2 | -2 | -1 | 4 | -1 | 17 | 0
Cn1cnc(S(=O)(=O)N2CCN(c3cccc(C(F)(F)F)c3)CC2)c1 | 1 | 0.6 | 1 | -1 | 6 | -2 | -4 | -3 | 0 | 4
Cc1ccccc1N1CCN(C2=NC(=O)/C(=C\c3cccs3)S2)CC1 | -64 | 0.6 | -5 | -2 | -4 | 2 | -3 | -3 | -14 | 5
CCOC(=O)N1CCN(S(=O)(=O)c2ccc(C(=O)N(CCCN(C)C)c3nc4c(C)c(C)ccc4s3)cc2)CC1 | -9 | -3.9 | 3 | 2 | 0 | 1 | 6 | -2 | 5 | 1
COc1ccc(OC)c(NC(=O)CC2(CC(=O)O)CCCC2)c1 | 7 | -2.5 | -2 | 0 | -1 | -5 | 3 | 2 | 6 | 7
COC(=O)CCCC(=O)N1CCCC(C(=O)c2ccc(-c3ccccc3)cc2)C1 (stereo not given) | -10 | -0.2 | 0 | -1 | -3 | -6 | -4 | -8 | -2 | 3
CCOC(=O)Cc1csc(NC(=O)COc2ccc(N(C)S(=O)(=O)c3cccs3)cc2)n1 | -17 | -1.8 | -23 | 0 | -7 | 2 | -23 | 8 | -3 | 3
O=C(O)C1C2C=CC(C2)C1C(=O)NCc1ccccc1 (stereo not given) | -3 | -1.8 | 6 | 1 | -4 | -6 | 1 | 2 | 1 | 1
O=S(=O)(c1ccccc1)N1CCN(Cc2cccc(Cl)c2)CC1 | 1 | -2.0 | -3 | 0 | -4 | 7 | 5 | -7 | 2 | -1
CC1(C)CC2(OC2c2ccccc2[N+](=O)[O-])C(=O)c2ccccc21 (stereo not given) | -10 | -2.1 | 2 | -4 | -2 | -2 | 6 | 1 | 0 | 0
CNc1oc(Cc2ccccc2)nc1S(=O)(=O)c1ccc(Cl)cc1 | 12 | -1.0 | -3 | -2 | 4 | 3 | 9 | -2 | 3 | 3
Brc1ccc2ncc(Br)cc2c1 | -3 | 12* | 6 | 3 | 0 | 45* | 0 | 0 | -3 | 0
COC(=O)[C@]12C[C@H](CC(=O)NCCCN3CCCC3=O)C(=O)N(Cc3ccc(Cl)cc3Cl)C1=C[C@H](C(C)(C)C)O[C@@H]2C | nt | nt | -2 | -3 | nt | 4 | -7 | 1 | -6 | 0
CCOc1ccc(N(C(=O)c2snc(C(N)=O)c2N)C(C(=O)NCC2CCCO2)c2c[nH]c3ccccc23)cc1 (stereo not given) | -23 | -0.3 | -5 | -1 | 2 | 1 | -5 | 7 | -6 | 4
COc1ccc(-c2csc3nc[nH]c(=O)c23)cc1OC | 5 | -0.6 | 5 | -3 | -2 | 0 | -8 | 3 | 2 | 0
CC(C)(C)NC(=O)NC(=O)CSc1nnc2ccccn12 | 5 | 1.1 | -1 | 1 | -6 | -4 | -1 | 2 | -8 | 1
Cc1ccc(OCC(=O)NC(=S)Nc2cccc(C)n2)cc1 | 4 | -0.2 | 3 | 0 | 4 | -1 | -5 | -5 | 3 | -2
CCCCN1C(=O)C(CC(=O)NCC)SC1=Nc1ccccc1 (stereo not given) | 8 | 1.1 | 10 | 2 | 3 | 1 | 7 | -9 | 2 | -1
O=C(Nc1nnc(C2CC2)s1)c1ccncc1 | 7 | 1.1 | -5 | -2 | -7 | -2 | -9 | 1 | 3 | -1

Three entries already listed, ordered by the number in ABHD4 inh, low to high:
| mol | ABHD4 inh |
| --- | --- |
| CCOC(=O)Cc1csc(NC(=O)COc2ccc(N(C)S(=O)(=O)c3cccs3)cc2)n1 | -23 |
| Brc1ccc2ncc(Br)cc2c1 | 6 |
| CCCCN1C(=O)C(CC(=O)NCC)SC1=Nc1ccccc1 (stereo not given) | 10 |

Following part:
SMILES | HTRA1 inh | PG9 binder | ABHD4 inh | LEDGF integ inh | TCR-CD3 inh | NR1D1 modulator | TDP2 inh | rCAG RNA binder | SIAE primary | PRMT1 inh
COc1ccc(C2(c3ccc(OC)cc3)NC(=O)N(CC(=O)N3CCOCC3)C2=O)cc1 | 1 | -0.2 | -6 | -4 | 0 | 8 | -13 | 2 | -1 | 4
Cc1ccc(S(=O)(=O)N(CC(=O)NCc2ccco2)Cc2ccccc2F)cc1 | -5 | -0.4 | -6 | 0 | 3 | -1 | -5 | 4 | -1 | -1
Cc1ccc(S(=O)(=O)Nc2nc(C)c(NC(=O)OCCCl)s2)cc1 | 0 | -3.6 | -6 | 4 | -6 | 2 | -14 | 12 | 0 | 3
O=C(Cc1cccs1)Nc1nncs1 | -7 | -1.4 | 1 | 1 | -6 | 0 | -6 | 8 | 3 | 0
Cc1ccc(CS(=O)Cc2ccc(C(=O)NC3CCCCCC3)o2)cc1 (stereo not given) | 4 | -2.2 | 9 | -3 | 0 | -1 | -1 | -8 | 2 | -1
O=[N+]([O-])c1ccc(-c2ccc(S(=O)(=O)NCCN3CCCC3)cc2)cc1 | 2 | -1.1 | 1 | 2 | 2 | -1 | 4 | 5 | -1 | -3
CCOc1ccc(-c2ccc(SCC(=O)NC3CCCCC3)nn2)cc1 | 1 | -0.3 | 0 | 1 | 9 | 8 | 3 | -2 | -4 | -7
Cc1cc(Cl)ccc1C(=O)C1CCCN(C(=O)c2n[nH]c3c2CCCC3)C1 (stereo not given) | -4 | -2.0 | 6 | 1 | -5 | -2 | 9 | -3 | 7 | -3
O=C(Nc1ccc(Cl)cc1)c1csc([C@@H]2O[C@H](CO)[C@@H](O)[C@H]2O)n1 | nt | 0.3 | 3 | -2 | 1 | 10 | -5 | -2 | -7 | -9
Cc1ccc(OC(=O)CCC(=O)Oc2ccc(C)cc2C)c(C)c1 | -9 | -1.1 | -14 | 1 | 3 | 1 | -13 | 0 | 0 | 12
CCOC(=O)CC1OC(=O)c2cc3c(cc21)C(=O)OC3CC(=O)OCC (stereo not given) | 4 | -0.2 | 2 | -1 | -1 | -5 | 3 | -2 | -2 | 3
CC1(C)CC(=O)C(C=NCCN2CCN(C(=O)C34CC5CC(CC(C5)C3)C4)CC2)=C(O)C1 | 1 | -0.7 | 3 | 5 | 3 | 10 | 1 | -7 | 2 | 3
O=C(c1ccc(N2CCCC2=O)cc1)N1CCN(c2ccccc2)CC1 | -2 | 0.1 | -6 | -6 | 4 | -2 | -1 | 2 | 1 | -3
CO[C@H]1CN(C)C(=O)c2ccc(NC(=O)C3CCC3)cc2OC[C@H](C)N(Cc2ccc(F)cc2)C[C@@H]1C | nt | -0.9 | -5 | -3 | -1 | 0 | -4 | 4 | 11 | -1
Nc1ncnc2c1nc(Sc1ccc(Cl)cc1)n2[C@@H]1O[C@@H]2COP(=O)(O)O[C@H]2[C@H]1O | 0 | -4.3 | -5 | 0 | -1 | 0 | 5 | 1 | -3 | 5
C=CCn1c(SCc2nc3c(c(=O)[nH]c(=O)n3CCCC)n2CCC)nnc1-c1ccccc1 | 0 | 0.2 | 1 | 1 | 7 | 2 | 0 | -7 | 2 | -2
Cc1ccc(C(=O)O/N=C2\CC3CCC2(C)C3(C)C)cc1 (stereo not given) | -13 | -0.1 | 15 | -2 | 1 | -2 | -3 | -4 | 3 | 5
Oc1cccc(/C=N/N2CCN(c3ccccn3)CC2)c1 | 1 | -0.5 | -1 | 0 | 2 | 3 | 11 | -3 | 6 | 2
CC(=O)c1cn(-c2ccc(Cl)cc2)c(=O)[nH]c1=O | 1 | -1.6 | 0 | 0 | 6 | 3 | 2 | 2 | 1 | 2
Nc1c(N(CCO)C(=O)C2CCCC2)c(=O)[nH]c(=O)n1Cc1ccccc1 | 9 | -2.2 | 4 | 0 | -4 | -3 | 7 | 2 | 0 | -1
O=C(NNc1ccccn1)c1ccccc1CC[N+](=O)[O-] | 0 | 0.9 | 3 | -4 | 2 | 4 | 2 | 5 | -2 | -1
CCN(CC(=O)Nc1ccc2c(c1)OCCO2)C(=O)CCc1ccc(OC)cc1 | 1 | -0.6 | 1 | 1 | 5 | 2 | 7 | 1 | -3 | -4
C1CCN(CCC2CCCCN2)CC1 (stereo not given) | 0 | 1.8 | -9 | -10 | -4 | -3 | -4 | 4 | 0 | 5
C=CCc1cc(Cl)ccc1OCCOCCNC(C)CC (stereo not given) | -4 | -0.5 | 9 | -1 | 5 | 4 | -4 | 1 | -2 | -2
CC1CC(C)(C)CC2(C1)NC(=O)N(CC(=O)NC1CCCc3ccccc31)C2=O (stereo not given) | 1 | -0.5 | 2 | -4 | -2 | 5 | 1 | -10 | -7 | 0
COc1ccc(S(=O)(=O)N2CCC(C(=O)N3CCCCC3)CC2)cc1 | -8 | 1.8 | -3 | 2 | -3 | 4 | 8 | 0 | 1 | -2

A portion of the library (hit frequency here may not be typical).
